Assay outcomes (PubChem BioAssay)
NCOA2 inhibitor = inhibition of GAL4-SRC2 driven luciferase reporter, primary screen, SRC2 inhibitor project, cell-based, luminescence; Nuclear receptor coactivator 2 (Homo sapiens), Q15596; HEK293 GAL4-SRC2 luciferase reporter; inhibition, % at 9 µM; actives 0.17% (n = 370,000);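 active means inhibition above the mean inhibition of all tested compounds plus 3 SD, set per campaign, cut at about 52% in these data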;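 further: 0% = DMSO treated cells and 100% = cells given Gossypol at 36 µM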
NR5A2 inv ag = LRH-1 (NR5A2) inverse agonists, primary screen, cell-based, luminescence, HEK293T, StAR-luciferase reporter. LRH-1 transfected, 24 h. inhibition, % at 3.6 µM. actives 0.13% (n = 360,000);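 active means inhibition above the mean inhibition of all tested compounds plus 3 SD, cut at about 73% in these data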;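 further: 0% = DMSO wells and 100% = reporter-only cells lacking LRH-1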
NCOA1 inh = SRC1 coactivator transcriptional activity inhibitors, primary screen, cell-based, luminescence | actives 0.12% (n = 360,000) | Nuclear receptor coactivator 1 (Homo sapiens), Q15788 | inhibition, % at 3.6 µM | HEK293 GAL4-SRC1 luciferase reporter;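 active means inhibition above the campaign mean plus 3 SD, with each screening campaign given its own cutoff, cut at about 60% in these data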;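 further: 0% = DMSO treated cells and 100% = gossypol at 36 µM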
Target sequence (Q15788 whole entry, looked up, the tested form may be a part): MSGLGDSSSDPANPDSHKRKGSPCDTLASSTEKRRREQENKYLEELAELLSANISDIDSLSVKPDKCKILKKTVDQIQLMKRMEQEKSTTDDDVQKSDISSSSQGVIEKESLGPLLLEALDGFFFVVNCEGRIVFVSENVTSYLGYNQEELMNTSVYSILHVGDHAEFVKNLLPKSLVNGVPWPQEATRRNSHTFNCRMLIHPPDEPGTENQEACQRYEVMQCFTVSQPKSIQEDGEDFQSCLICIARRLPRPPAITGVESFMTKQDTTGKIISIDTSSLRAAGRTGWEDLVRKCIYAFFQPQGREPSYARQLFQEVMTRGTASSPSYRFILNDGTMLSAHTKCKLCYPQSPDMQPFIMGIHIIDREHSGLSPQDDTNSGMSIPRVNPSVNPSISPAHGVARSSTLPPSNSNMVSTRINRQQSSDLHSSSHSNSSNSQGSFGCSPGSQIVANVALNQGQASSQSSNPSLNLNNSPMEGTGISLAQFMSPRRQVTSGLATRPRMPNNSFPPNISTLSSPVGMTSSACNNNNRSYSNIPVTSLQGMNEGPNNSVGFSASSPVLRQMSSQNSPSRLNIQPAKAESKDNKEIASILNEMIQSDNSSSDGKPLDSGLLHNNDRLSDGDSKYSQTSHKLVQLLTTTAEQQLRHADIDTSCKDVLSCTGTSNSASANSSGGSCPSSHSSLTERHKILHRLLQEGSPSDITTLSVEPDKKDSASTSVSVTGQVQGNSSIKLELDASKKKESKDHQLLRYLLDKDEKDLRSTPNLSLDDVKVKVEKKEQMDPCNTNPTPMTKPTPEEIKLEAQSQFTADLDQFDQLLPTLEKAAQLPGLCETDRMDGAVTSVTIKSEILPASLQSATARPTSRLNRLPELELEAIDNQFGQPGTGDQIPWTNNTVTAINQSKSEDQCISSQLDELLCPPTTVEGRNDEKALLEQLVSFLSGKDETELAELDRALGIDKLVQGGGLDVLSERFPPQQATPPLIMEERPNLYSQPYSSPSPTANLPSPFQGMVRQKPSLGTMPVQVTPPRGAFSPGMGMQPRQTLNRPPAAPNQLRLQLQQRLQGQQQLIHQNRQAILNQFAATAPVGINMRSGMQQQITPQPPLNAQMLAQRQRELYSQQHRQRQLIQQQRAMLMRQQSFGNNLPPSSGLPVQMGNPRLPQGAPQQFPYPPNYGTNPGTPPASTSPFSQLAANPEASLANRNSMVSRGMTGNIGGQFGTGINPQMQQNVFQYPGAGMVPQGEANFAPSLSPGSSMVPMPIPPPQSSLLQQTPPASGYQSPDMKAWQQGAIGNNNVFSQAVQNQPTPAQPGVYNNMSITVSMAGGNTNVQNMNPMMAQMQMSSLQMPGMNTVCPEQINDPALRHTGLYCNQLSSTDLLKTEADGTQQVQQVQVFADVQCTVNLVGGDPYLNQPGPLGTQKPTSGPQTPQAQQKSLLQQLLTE
KKLEB cytotox = cytotoxicity in KKLEB CF airway cells, primary screen, cytotoxicity control for CF NF-kB inhibitor project, cell-based, uHTS, fluorescence assay plates; KKLEB CF airway cells viability, ATPlite luminescence, overnight; active compounds read low; cells stimulated with P. aeruginosa culture filtrate; activity change (cytotoxicity), % at 5 µM; actives 0.36% (n = 360,000);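 active means corrected activity change at or below -50% at 5 µM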
TROY NFkB inh = inhibitors of TROY-driven NF-kB signaling, primary screen, Q293 LMP1-TROYcd cells, NF-kB luciferase, uHTS. actives 0.98% (n = 360,000). AID 1347056, 2019. inhibition, % at 10 µM. Q293 LMP1-TROYcd NF-kB luciferase reporter, 4 h;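 active means compounds whose plate-normalised and pattern-corrected inhibition of the luciferase reporter signal at the single screening dose is 50% or more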
CF NFkB block = inhibitors of PAF-induced NF-kB signaling, primary screen, cell-based, GFP fluorescence, uHTS. KKLEB NF-kB-GFP reporter, GFP fluorescence overnight. actives 0.86% (n = 360,000). inhibition, % at 5 µM. AID 588850, 2011;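 active means at least 50% inhibition at 5 µM, scaled per plate between neutral and stimulator controls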;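 further: PAF is a Pseudomonas aeruginosa culture filtrate used as stimulus; plate controls were PAF-stimulated DMSO wells for no effect and unstimulated DMSO wells for full effect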
EBV LMP1 NFkB = EBV LMP1-driven NF-kappaB luciferase reporter inhibitors, primary screen, cell-based, luminescence, single point; LMP1-induced NF-kappaB luciferase reporter cells; inhibition, % at 12.5 µM; actives 0.69% (n = 350,000); AID 504558, 2011; in the data active means inhibition above about 41%;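 further: 0% = neutral control wells and 100% = reference inhibitor control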
SRC3 inh = SRC3 coactivator transcriptional activity inhibitors, primary screen, cell-based, luminescence; Nuclear receptor coactivator 3 (Homo sapiens), Q9Y6Q9; HEK293 GAL4-SRC3 luciferase reporter; inhibition, % at 3.6 µM; actives 0.17% (n = 360,000); AID 588352, 2011;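 active means inhibition above a per-campaign cutoff, the mean of all compounds plus 3 SD, cut at about 60% in these data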;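 further: 0% = DMSO-treated cells and 100% = gossypol-treated cells at 36 µM; higher means less SRC3-driven luciferase light from the GAL4 reporter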
NR2F2 inh = NR2F2 transcriptional activity inhibitors, primary screen, cell-based, luciferase reporter, HEK293T, luminescence. actives 0.7% (n = 370,000). HEK293T NGFI-A luciferase reporter. inhibition, % at 8.6 µM. COUP transcription factor 2 (Homo sapiens), P24468;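 active means inhibition above a per-plate cutoff, mean inhibition of test wells between control levels plus 3 SD, cut at about 38% in these data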;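 further: cells cotransfected with COUP-TFII expression vector driving the NGFI-A reporter; 0% = median of COUP-TF2 test wells and 100% = reporter-only cells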
C8 TRAIL sens = viability loss with TRAIL in NB7+C8 cells, primary screen, TRAIL sensitizer project, cell-based, ATPlite luminescence. AID 624354, 2012. inhibition (viability loss, TRAIL sensitization), % at 10 µM. actives 1% (n = 360,000);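 active means compounds causing at least 50% loss of cell viability in the single-dose screen, relative to plate controls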
TWEAK-Fn14 inh = inhibitors of TWEAK-Fn14 signaling, primary screen, luciferase reporter cells, uHTS; TWEAK-stimulated Fn14 reporter cells, luciferase luminescence, 8 h; inhibition, % at 10 µM; actives 2% (n = 360,000); AID 1159606, 2016; in the data active means inhibition above about 50%
Active calls of the source: *; . = not tested or not shown.

SMILES | NCOA2 inhibitor | NR5A2 inv ag | NCOA1 inh | KKLEB cytotox | TROY NFkB inh | CF NFkB block | EBV LMP1 NFkB | SRC3 inh | NR2F2 inh | C8 TRAIL sens | TWEAK-Fn14 inh
O=C(NC(CC1CCCCC1)C(=O)O)c1ccccc1 (stereo unspecified) | -2 | 9 | 1 | 3 | -9 | 6 | -5 | 8 | -25 | 6 | -6
NC(N)=NC(=O)c1nc(Cl)c(N2CCCCCC2)nc1N | -37 | -37 | -33 | -24 | -66 | 2 | 74* | -72 | -18 | 46 | -31
O=C(O)c1cc(O)ccc1-c1ccc(O)cc1 | -22 | -8 | -6 | 11 | -13 | -27 | -5 | -20 | 1 | -10 | 3
CCNC(=S)N/N=C/c1sc(N2CCCCC2)nc1-c1cccs1 | -12 | -15 | -52 | -25 | -25 | -7 | -15 | -47 | -2 | 23 | -24
COc1ccc(CCN2CC(C(=O)OCC(=O)c3c(N)n(CC(C)C)c(=O)n(C)c3=O)CC2=O)cc1OC (stereo unspecified) | 8 | -1 | -3 | 9 | 4 | -55 | -1 | 4 | 3 | 12 | -40
CCCCn1nc2cc(C(=O)NCc3ccc(OC)cc3)ccc2c1OCC | -8 | 13 | 1 | -16 | 7 | -8 | 3 | -14 | -4 | 2 | -6
CC(CNC(=O)C1CCCN(S(=O)(=O)N2CCOCC2)C1)c1ccccc1 (stereo unspecified) | 0 | 23 | 0 | 9 | -8 | 1 | 1 | 0 | 9 | 4 | -3
Cc1ccc([N+](=O)[O-])cc1Nc1nc(N2CCCC2)nc(N2CCCC2)n1 | -17 | -13 | 2 | -4 | -6 | 1 | -4 | 8 | 11 | -3 | 52*
Cc1sc2ncn(CC(=O)Nc3cccc(S(N)(=O)=O)c3)c(=O)c2c1-c1ccccc1 | 4 | 0 | -3 | -2 | 0 | -17 | 5 | 6 | -5 | 0 | -1
COc1cc2c(cc1OC)-c1cc(N3CCc4ccccc43)nc(=O)n1CC2 | -6 | 13 | -67 | -10 | 22 | 12 | 0 | -4 | 0 | -3 | -20
Cc1ccccc1-n1nc2c(c1NC(=O)CC(C)C)CS(=O)C2 (stereo unspecified) | -4 | -6 | -31 | 6 | -13 | -20 | -2 | 8 | 16 | 7 | 15
COc1cccc(NC(=S)N(Cc2ccc(C(=O)O)cc2)Cc2ccc(OC)c(OC)c2)c1 | 6 | 4 | 11 | 4 | -35 | 17 | 1 | 15 | -11 | 1 | 4
COc1ccc(NC(=O)CN(C)C(=O)CN2C(=O)NC3(CCCC3)C2=O)cc1 | -10 | 3 | -2 | 11 | 0 | -12 | -8 | 15 | 15 | -27 | -1
CCCCCCC1CCC(C(=O)NC(CCSC)C(=O)NC(C(=O)OC)C(C)C)CC1 (stereo unspecified) | -27 | 21 | 3 | 4 | -7 | 2 | 5 | 15 | 15 | 2 | 14
COC(=O)c1ccc(CSc2nnnn2-c2ccc(C)cc2C)o1 | 16 | -30 | -6 | -6 | 8 | -14 | 0 | -2 | -4 | -21 | -16
CN1CCN(S(=O)(=O)c2cc(C(F)(F)F)ccc2Cl)CC1 | 8 | 5 | -3 | 5 | -3 | -8 | -15 | -7 | 7 | 4 | -3
Cc1cc(-c2n[nH]c(=S)n2CC(C)C)cs1 | -3 | 3 | 7 | 3 | 10 | 5 | 2 | 2 | 7 | 1 | 2
COc1ccc(-n2c(CNC(=O)c3cccs3)n[nH]c2=S)cc1 | -2 | 5 | -31 | -1 | -11 | -9 | 1 | 5 | -1 | 0 | 4
COc1cc(S(=O)(=O)n2nc(C)cc2C)c(OC)cc1Cl | -9 | 17 | 10 | 0 | -1 | 11 | 8 | 9 | 4 | 8 | 19
O=S(=O)(NCCCc1ccccc1)c1ccc(Cl)cc1 | 5 | 15 | 2 | 10 | 0 | 5 | 5 | 7 | 11 | -6 | -8
Oc1ccc(/C=C/c2cnccn2)cc1 | -16 | -60 | -27 | 15 | -39 | -3 | -12 | -28 | -29 | 10 | 2
CCOc1ccccc1N1CCN(C(=O)NC2CCCCC2)CC1 | -1 | 7 | 0 | 5 | 5 | 22 | 0 | 18 | -6 | -5 | -7
Cc1ccc(S(=O)(=O)NC2c3cccc4cccc(c34)C2Sc2ncccn2)cc1 (stereo unspecified) | -17 | -1 | -37 | 4 | -3 | -18 | 2 | -7 | 2 | -3 | 28
CN(C)c1ncc(C2=C(Cl)C(=O)C(N3CCCC3)=C(Cl)C2=O)s1 | -25 | 21 | 10 | 2 | -2 | 0 | 26 | 8 | 9 | -6 | 14
O=C(O)c1cccc(Nc2c([N+](=O)[O-])c(=O)oc3ccccc23)c1 | -20 | -2 | 1 | -4 | -20 | 12 | -5 | -2 | -7 | 9 | -4

Copied from the list:
O=C(NC(CC1CCCCC1)C(=O)O)c1ccccc1 (stereo unspecified) in SRC3 inh has 8
CN(C)c1ncc(C2=C(Cl)C(=O)C(N3CCCC3)=C(Cl)C2=O)s1 in TWEAK-Fn14 inh has 14
CCCCCCC1CCC(C(=O)NC(CCSC)C(=O)NC(C(=O)OC)C(C)C)CC1 (stereo unspecified) in CF NFkB block has 2
COc1ccc(CCN2CC(C(=O)OCC(=O)c3c(N)n(CC(C)C)c(=O)n(C)c3=O)CC2=O)cc1OC (stereo unspecified) in SRC3 inh has 4

(more compounds)
SMILES | NCOA2 inhibitor | NR5A2 inv ag | NCOA1 inh | KKLEB cytotox | TROY NFkB inh | CF NFkB block | EBV LMP1 NFkB | SRC3 inh | NR2F2 inh | C8 TRAIL sens | TWEAK-Fn14 inh
NC(N)=N/N=C/c1ccc(OCc2ccccc2Cl)cc1 | -2 | 1 | -8 | -18 | 7 | 3 | -5 | 2 | 4 | 35 | -14
COc1ccc(C(=O)C2CCN(S(=O)(=O)c3ccc4c(c3)OCCO4)CC2)cc1 | 12 | 13 | -19 | -17 | 18 | -4 | -7 | 10 | 18 | 8 | 19
CC(C)NC(=O)N1CCOCCOCCN(C(=O)NC(C)C)CCOCCOCC1 | 2 | -8 | -4 | 0 | -5 | 6 | -7 | 5 | 16 | 7 | -4
CCS(=O)(=O)N1CCC(C(=O)NCCc2ccc(C)cc2)CC1 | -19 | 8 | -21 | 13 | 8 | 4 | -24 | 14 | 12 | -5 | -23
CCOC(=O)N1CCC(NC(=O)CCN2C(=O)COc3ccccc32)CC1 | -9 | -3 | 1 | 6 | -2 | -9 | -4 | 19 | 20 | -7 | -7
COc1ccc(CNC(=O)CN(Cc2ccc(Cl)cc2)S(=O)(=O)c2ccccc2)cc1 | 10 | 13 | 4 | 4 | 23 | 16 | -4 | 5 | 27 | 2 | 17
CSc1ccccc1C(=O)N1CCCC(CCC(=O)NCc2ccc(F)c(F)c2)C1 (stereo unspecified) | 17 | -14 | -3 | 6 | 7 | 12 | 1 | 7 | 24 | 10 | -1
Cc1ccc(-c2c(C(=O)N/N=C/c3ccco3)nnn2-c2nonc2N)cc1 | -13 | 16 | -13 | 12 | -18 | 6 | 0 | -5 | -2 | 9 | -2
CCn1c(=O)c(C(=O)CN2c3ccccc3CC2C)c(N)n(Cc2ccccc2)c1=O (stereo unspecified) | -17 | -10 | -1 | 1 | -15 | 4 | 10 | 13 | 14 | -7 | -16
O=c1c2cnn(-c3ccc(F)cc3)c2ncn1Cc1cccnc1 | 1 | 0 | 16 | -4 | 32 | -7 | -7 | 8 | 1 | -7 | -1
COc1cc(OC)cc(C(=O)NCC(=O)OCC(=O)NC(C)CCc2ccccc2)c1 (stereo unspecified) | -11 | 2 | -8 | 13 | -5 | 5 | -2 | -1 | 0 | -13 | 9
CCN(C(=O)COC(=O)CCc1c[nH]c2ccccc12)c1c(N)n(Cc2ccccc2)c(=O)[nH]c1=O | 13 | -3 | -11 | -5 | 14 | 14 | -9 | -50 | -16 | -4 | 8
COC(=O)c1cc(-c2ccc(Br)cc2)n[nH]1 | -22 | -2 | -17 | 2 | . | 4 | -25 | -33 | -23 | -1 | 9
COc1ccccc1CN(C)C[C@@H]1OCc2cnnn2CCCC(=O)N([C@H](C)CO)C[C@H]1C | -10 | -22 | -15 | 3 | 13 | 14 | 1 | 5 | -3 | -7 | -9
CCCN(CCC)CCCNc1ccc2nnc(-c3ccc(F)cc3)n2n1 | 11 | 14 | 16 | 4 | -13 | -12 | -4 | -5 | 18 | 19 | -6
O=C(NC1CCCc2ccccc21)c1ccc2c(c1)OCO2 (stereo unspecified) | 8 | 21 | 5 | 3 | 0 | 1 | 5 | 21 | -2 | 8 | -1
CC(C)NCC(O)COC1C2CC3CC(C2)CC1C3 (stereo unspecified) | 7 | -13 | 6 | 4 | 7 | -7 | 5 | 6 | -6 | -8 | -17
COCCN(C(=S)Nc1c(C)cccc1C)C(C)c1ccco1 (stereo unspecified) | 6 | -4 | -29 | 10 | 24 | 15 | 5 | 4 | -4 | -7 | 6
O=C(c1ccc(NS(=O)(=O)c2ccc(Cl)c(Cl)c2)cc1)N1CCOCC1 | 2 | 7 | -6 | -9 | 18 | 0 | -5 | 9 | 2 | -15 | -2
COc1ccc(-c2nc(CN3CCN(Cc4cccc(F)c4)CC3)c(C)o2)cc1 | -1 | -3 | -5 | 6 | 14 | -9 | 2 | 7 | -1 | -3 | -10
O=C(CSc1nnc(NC(=O)c2ccccc2F)s1)Nc1ccccc1F | -50 | -77 | -59 | -1 | -69 | -15 | -1 | -63 | -40 | 58* | -14
CC(C)CNC(=S)Nc1ccc(Oc2ccccc2)cc1 | -17 | -19 | -9 | 3 | -2 | 13 | 3 | -5 | -1 | -4 | -19
COc1cc(C(=S)N2CCOCC2)ccc1OC(=O)c1ccc([N+](=O)[O-])cc1[N+](=O)[O-] | 0 | 19 | -7 | -4 | 15 | -5 | -31 | 12 | 12 | 3 | -24
CCOc1ccc(Cl)cc1S(=O)(=O)N1CCN(c2ccc(C)c(C)c2)CC1 | 9 | 4 | 14 | -9 | 6 | 30 | -3 | 5 | -9 | 1 | 4
O=C(COC(=O)c1cncc(Br)c1)NCc1ccc(F)cc1 | 27 | 7 | 2 | 5 | 1 | -2 | 1 | 10 | 25 | 2 | 8
COc1ccccc1-c1ccc(SCC(=O)NCCc2ccccc2)nn1 | -10 | 28 | -13 | -7 | -4 | 8 | -5 | 17 | 4 | -11 | -4
CCOC(=O)c1cc(-c2csc(N/N=C/c3ccccc3Cl)n2)on1 | -14 | 8 | -5 | -1 | 19 | -6 | 6 | 6 | 0 | 7 | 1

Just CF NFkB block, TWEAK-Fn14 inh and KKLEB cytotox (2 entries from above):
structure | CF NFkB block | TWEAK-Fn14 inh | KKLEB cytotox
COCCN(C(=S)Nc1c(C)cccc1C)C(C)c1ccco1 (stereo unspecified) | 15 | 6 | 10
COc1ccc(-c2nc(CN3CCN(Cc4cccc(F)c4)CC3)c(C)o2)cc1 | -9 | -10 | 6
